NPC1 promoter act: NPC1 promoter activation; Huh7 NPC1 promoter luciferase reporter, 24 h; 320,000 tested, 2.4% active; Potency, µM (titrated, usually from 9.22 µM), for inactives: top-dose activation, usual class: activators; AID 485313;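 also: potency is read from the fitted curve at half-maximal effect; % of control where 0% means no effect; nearly all actives have a fitted effect of over 60% in size; reporter is driven by a mutant NPC1 promoter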
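Huh7 cells stably carrying NPC1 promoter–luciferase, plated in Opti-MEM with 10% FBS for 2 h, were exposed to compound in DMSO for 24 h at 37 °C; luciferase reagent was added for 10 min and luminescence read.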
Menin-MLL TR inh: menin-MLL binding inhibition, Texas Red mutant peptide | 270,000 tested, 0.23% active | O00255 | Menin + Texas Red MLL mutant peptide, fluorescence polarization | Potency, µM (series often up to 61.6 µM), for the others: at the highest dose FP activity change, negative = inhibition, usual class: inhibitors; active = well fitted inhibition curve with a large enough effect in the polarisation, with a control signal flat, not every such curve was filed as active; inconclusive = small, poorly fitted or top-dose-only effect, or effect the other way, or a change in a side signal; inactive = no such curve, though single readings can be large or run the other way; the % refers to the polarisation; also: potency is read from the fitted curve at half-maximal effect; % of control where 0% means no effect; many of its hits are not listed in these tables
BRCA1 expr act: BRCA1 expression activation; MCF7-BRCA1-FFLuc reporter, luminescence, 48 h; response scale: scaled: vehicle 0%, 10 µM genistein 100%; Potency, µM (series often up to 46.1 µM), inactives show top-dose activation, actives largely listed as activators; 380,000 tested, 1.1% active; AID 624202; also: potency is read from the fitted curve at half-maximal effect; nearly all actives have a fitted effect of over 80% in size; some results filed as inactive show a strong effect at the top dose
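First, MCF7-BRCA1-FFLuc cells (2000/well) attach for 2 h; next, compounds are pin-added and incubated 48 h at 37 °C; finally, luciferase reagent is added and luminescence read after 15 min.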
PKM2 act: PKM2 (human) enzyme activation | P14618 | purified PKM2, Kinase-Glo ATP luminescence, activation; response scale: 0% is enzyme alone, no compound | Potency, µM (titrated, usually from 57.5 µM), inactives show top-dose activation, actives largely listed as activators | 260,000 tested, 0.34% active | AID 1631; also: potency is read from the fitted curve at half-maximal effect; % is scaled to controls: 0 for no effect and ±100 for the full control effect; nearly all actives have a fitted effect of over 55% in size
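ATP formation by purified human PK-M2, quantified via coupled luciferase luminescence after 1 h at room temperature with 0.1 mM ADP and 0.5 mM PEP final.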
RORg inh: inhibitors of mouse ROR gamma transcriptional activity | P51450 | Drosophila S2 Gal4-RORgamma UAS-luciferase reporter, 20 h | Potency, µM (highest dose often 53.6 µM), inactives show at the highest dose activity change, negative = inhibition, hits mostly inhibitors | 310,000 tested, 5.4% active; also: potency is read from the fitted curve at half-maximal effect; % is scaled to controls: 0 for no effect and ±100 for the full control effect; nearly all actives have a fitted effect of over 60% in size
Target sequence (P51450 whole entry, looked up, the tested form may be a part): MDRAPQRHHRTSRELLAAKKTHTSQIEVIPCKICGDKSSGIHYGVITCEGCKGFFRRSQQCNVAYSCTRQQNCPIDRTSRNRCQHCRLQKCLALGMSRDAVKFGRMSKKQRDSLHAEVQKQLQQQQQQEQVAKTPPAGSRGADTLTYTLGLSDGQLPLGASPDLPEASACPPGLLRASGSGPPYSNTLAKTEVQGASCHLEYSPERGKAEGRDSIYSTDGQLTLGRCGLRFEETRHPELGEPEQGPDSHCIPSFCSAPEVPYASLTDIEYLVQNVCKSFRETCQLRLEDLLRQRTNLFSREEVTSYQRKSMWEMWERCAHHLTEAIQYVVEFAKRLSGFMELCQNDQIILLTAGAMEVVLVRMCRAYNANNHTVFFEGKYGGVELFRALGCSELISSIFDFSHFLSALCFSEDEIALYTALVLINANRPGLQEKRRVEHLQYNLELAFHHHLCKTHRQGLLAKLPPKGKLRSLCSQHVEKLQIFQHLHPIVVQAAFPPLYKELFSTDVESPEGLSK
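A Gal4/UAS one-hybrid system in insect cells: metallothionein-promoter Gal4–ROR gamma fusion plus Photinus luciferase reporter. Copper sulfate 700 uM final, 20 hr ambient incubation, luminescent detection after 10 min with reagent.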
Rab9 promoter act: Rab9 promoter activation; Potency, µM (highest dose often 9.22 µM), for inactives: at the highest dose activation, negative = inhibition, hits mostly activators; AID 485297; 320,000 tested, 2.8% active; Huh7 Rab9 promoter-luciferase reporter, luminescence, 24 h; also: potency is read from the fitted curve at half-maximal effect; % of control where 0% means no effect; nearly all actives have a fitted effect of over 60% in size
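Huh7 cells stably carrying a Rab9 promoter-luciferase reporter, 1500 cells per well in OP-MEM I with 10% FBS, treated with compound 24 hours at 37C. Luciferase activity read by luminescence after 10 minutes with Amplite reagent.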
Gal4-VP16 FLuc: inhibits Gal4-VP16 luciferase reporter, ROR gamma counter-screen; Drosophila S2 Gal4-VP16 UAS-luciferase, luminescence, 20 h; Potency, µM (titrated, usually from 53.6 µM), for the others: at the highest dose activity, negative = inhibition, most hits filed as inhibitors; 310,000 tested, 3.5% active;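 also: Gal4-VP16 expression switched on by copper sulfate through the metallothionein promoter; potency is read from the fitted curve at half-maximal effect; % is scaled to controls: 0 for no effect and ±100 for the full control effect; nearly all actives have a fitted effect of over 50% in size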
Giardia kill: Giardia lamblia killing. Giardia lamblia trophozoite viability. activity change, % at 7.66 µM, hits read low. 340,000 tested, 0.15% active. AID 540267; in the data active = activity change below about -80%; inconclusive = between about -30% and that limit;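 also: parasites exposed to compound for two days anaerobically before the ATP read; % is scaled to controls: 0 for no effect and ±100 for the full control effect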
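Each well holds 100 Giardia trophozoites and compound. After two days (48 hrs) at 37 deg C in anaerobic conditions, ATP is quantified by luminescence.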
p53 reactivator: restores transcriptional activity of mutant p53; H1299 p53-A138V BP100-luciferase reporter, luminescence, 24 h; Potency, µM (titrated, usually from 92.2 µM), without a hit: at the top dose activity change, positive = activation, actives largely listed as activators; 320,000 tested, 0.063% active; also: potency is read from the fitted curve at half-maximal effect; % of control where 0% means no effect; nearly all actives have a fitted effect of over 45% in size
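H1299 (p53-null), stable ts p53-A138V + BP100-Luc; 1000 cells/well, Opti-MEM/10% FBS; cpd 4 pt, 1:5; 24 h, 37 deg C, 5% CO2; detection reagent 10 min RT; luminescence.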
ELG1 genotoxic: inducers of genotoxicity in HEK293T ELG1-luciferase cells; Potency, µM (series often up to 46 µM), without a hit: top-dose activity change, positive = activation, most hits filed as activators; HEK293T ELG1-luciferase reporter, luminescence, 16 h; 330,000 tested, 1.3% active; also: potency is read from the fitted curve at half-maximal effect; % of control where 0% means no effect; nearly all actives have a fitted effect of over 60% in size
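After overnight (16 hr) compound treatment at 37 °C, ELG1-luciferase HEK293T cells were lysed with ONE-Glo; luminescence quantified 30 min later at room temperature.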
FLuc counter: counter-screen for miR-21 project: firefly luciferase inhibitors or activators; 360,000 tested, 6.9% active; Potency, µM (top dose mostly 57.5 µM), inactives show at the top dose activity change, negative = inhibition, actives largely listed as inhibitors; purified FLuc, Km substrates, luminescence inhibition;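 also: potency is read from the fitted curve at half-maximal effect; plate controls were vehicle for no effect and reference inhibitor for full effect; nearly all actives have a fitted effect of over 55% in size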
Target sequence (P08659 whole entry, looked up): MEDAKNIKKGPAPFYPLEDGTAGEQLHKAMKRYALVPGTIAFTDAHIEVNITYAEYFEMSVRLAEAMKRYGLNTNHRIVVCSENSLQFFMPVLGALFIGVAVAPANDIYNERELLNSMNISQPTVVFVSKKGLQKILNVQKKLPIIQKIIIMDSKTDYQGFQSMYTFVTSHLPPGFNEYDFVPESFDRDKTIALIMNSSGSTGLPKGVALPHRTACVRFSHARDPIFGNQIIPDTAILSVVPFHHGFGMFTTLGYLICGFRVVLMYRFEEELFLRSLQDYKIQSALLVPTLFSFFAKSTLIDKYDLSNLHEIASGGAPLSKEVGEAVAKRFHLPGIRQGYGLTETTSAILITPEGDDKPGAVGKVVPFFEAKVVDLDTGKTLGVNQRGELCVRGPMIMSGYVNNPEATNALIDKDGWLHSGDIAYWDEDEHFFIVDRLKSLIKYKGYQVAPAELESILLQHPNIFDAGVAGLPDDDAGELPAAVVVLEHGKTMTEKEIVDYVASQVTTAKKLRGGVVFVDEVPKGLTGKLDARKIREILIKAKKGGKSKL
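Purified P. pyralis luciferase (10nM final) with 10uM D-luciferin and 10uM ATP (Km levels) in 50mM Tris acetate pH 7.5, 10mM Mg acetate, 0.01% Tween-20, 0.05% BSA; qHTS 6-point titration, ~60 µM downward; luminescence read.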
Numbers without * were called inactive; ? = inconclusive; . = no result given; [ ] = another dose, or the depositor's remark. Unless noted, calls follow the shape of the dose curve; as a rule, active = well fitted curve in the direction sought with a large enough effect; inconclusive = small, poorly fitted or top-dose-only effect, or another doubt; inactive = no such curve, though single readings can be large; an effect the other way counts as inactive or inconclusive. A portion of the library; rates above refer to the full screens.

SMILES | NPC1 promoter act | Menin-MLL TR inh | BRCA1 expr act | PKM2 act | RORg inh | Rab9 promoter act | Gal4-VP16 FLuc | Giardia kill | p53 reactivator | ELG1 genotoxic | FLuc counter
CCCCOc1ccc(CN2CCSCC2)cc1 | 11% | -11% | 71% | -1% | 1% | 4% | 1% | -9 | 12% | 0% | ?
Cc1nn(C)c(C)c1NS(=O)(=O)c1ccc(N2CCCC2=O)cc1 | -13% | -1% | -35% | -2% | ? | -16% | ? | 0 | 3% | -8% | 0%
CCC1(C)Cc2c(sc3nc(SC)n(Cc4ccccc4)c(=O)c23)CO1 (configuration not stated) | ? | 1% | 13µM* | -9% | 23% | 24% | 15% | 13 | 11% | ? | ?
Cc1ccc(NC(=O)CSCC(=O)NCc2ccco2)cc1 | -8% | . | 1% | . | . | -4% | . | 29 | 3% | 0% | 1%
C=CCSc1nccc(=O)[nH]1 | -3% | -1% | 0% | 1% | 0% | 0% | 0% | 10 | -5% | 1% | -2%
CSCCC(NS(=O)(=O)/C=C/c1ccccc1)C(=O)NCCc1ccc(S(N)(=O)=O)cc1 (configuration not stated) | -5% | . | -5% | 3% | -5% | -3% | -5% | -20 | -2% | -2% | -1%
CCOC(=O)C1=C(c2ccccc2)NC(=O)NC1c1ccc(OC)c(OC)c1 (configuration not stated) | 0% | -16% | 0% | 4% | 10% | -1% | -3% | -16 | -2% | 1% | -1%
Cc1cc(C(C)(C)C)oc1C(=O)Nc1ccc(CC(=O)O)cc1 | 0% | -12% | -23% | 0% | ? | -6% | ? | -16 | -13% | -2% | ?
Cc1ccc(-c2nnc3sc(-c4ccncc4)nn23)cc1 | -2% | -8% | -28% | 17% | -6% | -1% | -4% | -22 | -3% | 1% | -2%
C#CCOCCOCCOCCNc1nc(N2CCN(C(=O)[C@H]([C@@H](C)CC)n3cc([C@@H](N)CO)nn3)CC2)nc(N2CCN(C(=O)[C@H](Cc3cc4ccccc4[nH]3)n3cc([C@@H](N)Cc4ccc(O)cc4)nn3)CC2)n1 | -1% | . | . | 8% | -19% | 1% | 12% | . | 3% | 2% | 3%
O=C(COc1cc2oc(=O)c3c(c2cc1Cl)CCC3)NCc1ccccn1 | -4% | 4% | 36% | . | -11% | -1% | -10% | -8 | 5% | 2%[9.26 µM] | -1%
CC(C)c1ccc(OCC(=O)NN2C(=O)c3ccccc3C2=O)c(Br)c1 | -3% | 6% | 12% | 13% | -9%[1.91 µM] | 0% | -10% | -16 | 7% | 2% | ?
O=C(O)C1CCCCC1C(=O)Nc1cc(Cl)ccc1Cl (configuration not stated) | 0% | 5% | 3% | -2% | 26% | 2% | 0% | -2 | 5% | 0% | 0%
O=C(CCNC(=O)c1ccc(Cl)cc1)Nc1ccncc1 | -3% | . | -9% | . | . | -3% | . | 10 | 2% | 5% | 4%
COc1ccc2nc(N/C(=N/S(=O)(=O)c3cccs3)c3ccccc3Cl)sc2c1 | -5% | ? | -6% | 2% | 12% | 1% | -14% | 12 | -1% | 0% | ?
COc1ccc(N2CCN(C(=O)NC3CCCCC3)CC2)cc1 | -5% | -19% | -2% | -6% | -7% | -2% | -4% | 6 | 11% | -1% | 4%
Cc1[nH]c2ccccc2c1C(=O)CN1CC(C)OC(C)C1 (configuration not stated) | -3% | . | -1% | 2% | -5% | 1% | 0% | 8 | 9% | 1% | 3%
COc1ccc2nc(-c3ccc(Cl)cc3)cc(C(=O)O)c2c1 | 2% | . | 69% | -1% | 6% | 1% | -4% | -7 | 9% | 8% | 8.5µM*
CCOc1ccc(N(C(=O)c2ccc(S(=O)(=O)N3CCCC3)cc2)C2C=CS(=O)(=O)C2)cc1 (configuration not stated) | 0% | 0% | -20% | -13% | 1% | 3% | -2% | 10 | 0% | 3% | 1%
COc1cc2c(cc1OC)C(c1cc3cc4c(cc3[nH]c1=O)OCO4)N(C(=O)C1CC1)CC2 (configuration not stated) | -3% | 0% | 3% | -3% | 19% | 9% | 9% | -11 | -7% | ? | 0%
CC(C)Oc1ccc(CNC(=O)c2ccc3nc(N4CCOCC4)sc3c2)cc1 | 0% | -16% | -13% | 1% | 21% | 0% | ? | 8 | . | 0% | 2%
O=C(/C=C/Nc1ccccc1)C(F)(F)F | -3% | 2% | 5% | 1% | ? | 2% | 2% | -6 | 3% | 1% | -7%
COc1cc(S(=O)(=O)n2nnc3ccccc32)c(OC)cc1Cl | -4% | 8% | -8% | -1% | 9% | -5% | -2% | 9 | 24% | -4% | -13%
O=c1c2ccccc2ncn1Cc1ccc(Cl)cc1 | -1% | 3% | 24% | . | 6% | 7% | -10% | -9 | -2% | 9% | 2%
Cc1ccc(NC(=O)Nc2ccc3c(c2)OCO3)c(Br)c1 | ? | -14% | 1.8µM* | -2% | 11% | ? | -10% | 4 | 5% | 18µM* | ?

2 entries from above, tab-delimited.
SMILES	NPC1 promoter act	Menin-MLL TR inh	BRCA1 expr act	PKM2 act	RORg inh	Rab9 promoter act	Gal4-VP16 FLuc	Giardia kill	p53 reactivator	ELG1 genotoxic	FLuc counter
CC(C)c1ccc(OCC(=O)NN2C(=O)c3ccccc3C2=O)c(Br)c1	-3%	6%	12%	13%	-9%[1.91 µM]	0%	-10%	-16	7%	2%	?
O=C(O)C1CCCCC1C(=O)Nc1cc(Cl)ccc1Cl (configuration not stated)	0%	5%	3%	-2%	26%	2%	0%	-2	5%	0%	0%

BRCA1 expr act, entries above that show a hit.
Compound | NPC1 promoter act | Menin-MLL TR inh | BRCA1 expr act | PKM2 act | Rab9 promoter act | p53 reactivator
CCC1(C)Cc2c(sc3nc(SC)n(Cc4ccccc4)c(=O)c23)CO1 (configuration not stated) | ? | 1% | 13µM* | -9% | 24% | 11%
Cc1ccc(NC(=O)Nc2ccc3c(c2)OCO3)c(Br)c1 | ? | -14% | 1.8µM* | -2% | ? | 5%

Next section
SMILES | NPC1 promoter act | Menin-MLL TR inh | BRCA1 expr act | PKM2 act | RORg inh | Rab9 promoter act | Gal4-VP16 FLuc | Giardia kill | p53 reactivator | ELG1 genotoxic | FLuc counter
CN(C)CCN(Cc1ccco1)S(=O)(=O)c1csc(C(N)=O)c1 | 2% | 7% | 2% | 3%[0.46 µM] | 1% | -1% | 2% | 6 | 0% | 1% | 4%
CC(=O)N1CC(C)Sc2ccc(S(=O)(=O)NCCc3cccc(C)c3)cc21 (configuration not stated) | -4% | -4% | -1% | 4%[0.46 µM] | 54% | -3% | ? | ? | 12% | -4% | 6%
O=c1[nH]c(SCc2nc3c(cnn3-c3ccccc3)c(=O)[nH]2)nc2ccccc12 | ? | 11% | ? | 2% | -16% | 2µM* | -10% | 11 | 1% | 8% | ?
O=C1c2ccccc2-c2c1cccc2C(=O)N1CCCCC1 | 0% | 1% | 12% | 6% | -8% | -2% | -2% | -15 | -7% | 0% | -20%
O=C(CN1CCN(S(=O)(=O)N2CCCCCC2)CC1)Nc1ccc(Br)cc1 | -1% | . | -26% | -10% | ? | 4% | -12% | 8 | 4% | -17% | -3%
O=C(Nc1ccc(N2CCCC2)c(Cl)c1)c1cccc(-c2cc3ccccc3oc2=O)c1 | -2% | 4% | -11% | -7% | 25% | 2% | 5% | -11 | 5% | -1% | ?
O=C(CN1C(=O)COc2ccc(Cl)cc21)Nc1ccc(N2CCOCC2)cc1 | -2% | . | -4% | 5% | -17% | 0% | -5% | -6 | 2% | 16% | -1%
O=C(Nc1cccc(S(=O)(=O)N2CCOCC2)c1)C1CCCCN1S(=O)(=O)c1ccccc1 (configuration not stated) | -7% | . | -38% | . | . | 0% | . | -4 | -6% | -6% | 2%
CN(CC(=O)Nc1c(Cl)cccc1Cl)C(=O)c1ccc2nc[nH]c2c1 | -3% | . | -2% | . | . | -9% | . | 5 | 0% | 10% | 2%
Cc1ccc(OCc2nnc(NC(=O)Cc3cccs3)s2)cc1 | -1% | -12% | . | 1% | -29% | -8% | 1% | . | -11% | 5% | -2%
COc1cccc(OCc2nc3c4cnn(-c5ccccc5)c4ncn3n2)c1 | 0% | -6% | 4% | 5% | -3% | 2% | -2% | -18 | 6% | 9% | 2%
CCc1ccc(N(CC(=O)Nc2ccccc2C(=O)N2CCOCC2)S(C)(=O)=O)cc1 | -1% | -7% | 3% | 1% | -8% | -1% | -3% | 8 | 2% | 1% | 3%
COC(=O)c1sc(OC)cc1OCc1ccc(C)cc1 | -4% | -4% | 2% | -3% | 20% | 1% | 21% | 7 | 2% | -1% | 1%
O=C(Nc1ccccn1)c1ccc2ccccc2c1O | 3.2µM* | 8% | 37% | -4% | ? | 3.2µM* | 13µM* | -19 | . | 23% | 21µM*

Screening data (PubChem)
